PP5 inh: blocks human protein phosphatase 5 activity. purified PP5c, OMFP substrate fluorescence. P53041. inhibition, % at 6.7 µM. actives 0.18% (n = 320,000);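 active = inhibition above the campaign's mean inhibition across all tested compounds plus 3 SD, cut at about 9.5% in these data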;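 also: 0% = DMSO only and 100% = 100 µM cantharidin control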
PP1 counter: counter-screen for PP5 inhibitors: inhibitors of human PP1-alpha; purified PP1alpha, OMFP fluorescence; inhibition, % at 6.7 µM; actives 0.9% (n = 320,000);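 active = inhibition above the mean inhibition of all tested compounds plus 3 SD, computed separately for each screening campaign, cut at about 15% in these data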
Target sequence (P62136 whole entry, looked up): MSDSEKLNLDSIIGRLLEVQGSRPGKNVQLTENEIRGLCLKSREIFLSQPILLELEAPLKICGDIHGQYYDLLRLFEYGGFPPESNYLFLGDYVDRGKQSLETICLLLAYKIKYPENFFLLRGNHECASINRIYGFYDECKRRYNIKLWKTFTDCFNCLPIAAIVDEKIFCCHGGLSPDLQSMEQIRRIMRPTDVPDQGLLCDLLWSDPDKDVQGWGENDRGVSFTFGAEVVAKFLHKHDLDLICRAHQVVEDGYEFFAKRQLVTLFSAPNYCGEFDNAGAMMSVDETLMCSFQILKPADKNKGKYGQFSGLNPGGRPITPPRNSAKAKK
procasp3 activ: procaspase-3 (human) activation; recombinant procaspase-3 D3A, Ac-DEVD-pNA absorbance 405 nm; activation, % at 8.5 µM; actives 0.11% (n = 330,000); AID 463141;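 active = activation above the mean of all tested compounds plus 3 SD, cut at about 21% in these data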;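 also: 0% = DMSO alone and 100% = DMSO wells spiked with extra 5 µM PC-3 D3A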
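material = Procaspase-3 D3A mutant | probe or stimulus = Ac-DEVD-pNA | compound = single dose, 8.5 µM nominal compound, 0.8% DMSO | timing = 1 h preincubation, 2 h reaction | measured by = 405 nm absorbance of p-nitroaniline, reads at 0 and 120 min | benchmarks = DMSO-only low control, 5 µM PC-3 D3A high control | repeats = singlicate, each compound tested once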
procasp7 counter: counter-screen: procaspase-7 (human) activation; P55210; recombinant procaspase-7, Ac-DEVD-pNA absorbance 405 nm; D23A/D198A/D206A triple mutant, cannot self-cleave; scale: DMSO 0, 5 µM enzyme 100; activation, % at 8.5 µM; actives 0.093% (n = 330,000);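 active = percent activation above the screen-wide mean plus 3 SD, cut at about 25% in these data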
Target sequence (P55210 whole entry D23A/D198A/D206A): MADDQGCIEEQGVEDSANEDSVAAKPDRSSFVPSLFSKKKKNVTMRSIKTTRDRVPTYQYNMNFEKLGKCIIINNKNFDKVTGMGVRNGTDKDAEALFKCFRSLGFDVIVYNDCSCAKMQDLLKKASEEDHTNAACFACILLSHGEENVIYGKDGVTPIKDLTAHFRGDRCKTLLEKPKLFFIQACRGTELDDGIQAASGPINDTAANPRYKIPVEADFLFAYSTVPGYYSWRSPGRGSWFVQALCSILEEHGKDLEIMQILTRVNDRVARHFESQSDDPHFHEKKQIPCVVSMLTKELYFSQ
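Assay system: Uncleavable procaspase-7 mutant enzyme / Input: 2 µM procaspase-7 mutant as dispensed / Dosing: single nominal 8.5 µM compound dose, 0.8% DMSO final / Timing: 1 h enzyme–compound preincubation and 2 h substrate reaction, both 25 °C / Detection: p-Nitroaniline absorbance at 405 nm, read at 0 and 120 min / Replication: singlicate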
HCV core dimer: HCV core protein dimerization inhibition; TR-FRET GST/Flag-core106 dimerization, 1536-well; inhibition, % at 5 µM; actives 0.33% (n = 300,000); AID 1899;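 active = inhibition above the mean of all tested compounds plus 3 SD, set per screening campaign, cut at about 45% in these data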
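Material: GST/Flag-tagged HCV core106 proteins. Incubation: 4 h, 22.5 °C incubation. Read-out basis: inhibition (%) from 671 over 617 nm ratio. Measured by: TR-FRET, excitation 340 nm, emission 617 and 671 nm.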
CTSL1 counter: counter-screen for PFM18AAP inhibitors: inhibitors of F. hepatica cathepsin L1; recombinant F. hepatica cathepsin L1, Z-Leu-Arg-MCA fluorescence; inhibition, % at 5.96 µM; actives 0.49% (n = 300,000);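 active = inhibition above the mean of all tested compounds plus 3 SD, set per screening campaign, cut at about 17% in these data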;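 also: 0% = plate median of test compound wells and 100% = 1 µM Z-Phe-Ala-diazomethylketone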
TPT1 inh: blocks Candida albicans tRNA 2'-phosphotransferase; recombinant caTPT1, FP RNA substrate dephosphorylation; inhibition, % at 5 µM; actives 0.81% (n = 300,000); AID 1962;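 active = inhibition above the mean of all tested compounds plus 3 SD, set per screening campaign, cut at about 24% in these data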;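 also: plate controls were DMSO alone for no effect and ferristatin control at 100 nM for full effect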
GASC-1 inh: inhibitors of human GASC-1 (JMJD2C) demethylase. AID 2099. inhibition, % at 2.35 µM. actives 0.069% (n = 330,000). Q9H3R0. GST-JMJD2C(1-420) H3K9me3 demethylation, DELFIA europium;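 active = more than half of a compound's replicate wells show inhibition beyond 50%, single wells judged on their own value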;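 also: signal counts dimethyl H3K9 product captured on neutravidin plate; 0% = median of DMSO wells and 100% = 0.3 times that DMSO median; strong numbers were not always called active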
Target sequence (Q9H3R0 1-420 limits assumed): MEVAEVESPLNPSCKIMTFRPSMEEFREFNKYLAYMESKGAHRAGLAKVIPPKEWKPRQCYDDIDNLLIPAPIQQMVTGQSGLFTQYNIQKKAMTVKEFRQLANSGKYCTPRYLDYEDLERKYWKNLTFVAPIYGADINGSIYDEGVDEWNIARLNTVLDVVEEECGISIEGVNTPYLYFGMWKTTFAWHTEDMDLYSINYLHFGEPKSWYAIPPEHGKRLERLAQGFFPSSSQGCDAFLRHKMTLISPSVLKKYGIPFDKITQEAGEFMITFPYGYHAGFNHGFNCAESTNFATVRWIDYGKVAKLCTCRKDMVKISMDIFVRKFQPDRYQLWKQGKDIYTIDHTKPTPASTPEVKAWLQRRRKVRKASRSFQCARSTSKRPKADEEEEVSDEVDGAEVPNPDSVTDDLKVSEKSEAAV
Efflux pump inh: antifungal efflux pump inhibition, Nile Red retention. S. cerevisiae Candida pump triplex. inhibition, % at 10 µM. actives 0.44% (n = 330,000). AID 485275;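 active = plate passing quality check with inhibition over a set limit, or well fluorescence over plate mean plus 4 SD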;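 also: Nile Red retained in pooled yeast measured as flow cytometry median fluorescence; 0% = buffer negative control and 100% = Enniatin B positive control; higher means more Nile Red kept so more efflux inhibition; some compounds called inactive have numbers as strong as hits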
The depositor's hits bear a star; . = no result given.

Start of the data: the first ten entries, ahead of the listing:
SMILES	PP5 inh	PP1 counter	procasp3 activ	procasp7 counter	HCV core dimer	CTSL1 counter	TPT1 inh	GASC-1 inh	Efflux pump inh
CC1(C)CC(N(Cc2cccs2)C(=O)c2ccco2)CCO1 (stereo not given)	-1.3	-1.6	0.4	-3.5	-4.5	3.9	-0.9	13.0	-0.1
Nc1nnc(SCc2ccccc2)n1-c1ccccc1	1.2	-2.3	3.6	3.3	0.0	-1.9	-0.3	-25.7	-0.1
Brc1ccc(-c2csc(N3CCCCCC3)n2)cc1	1.2	0.0	0.9	-11.5	-8.8	-1.9	1.9	-2.4	0.4
COCCSc1ccccc1C(=O)N1CCN(c2ccccc2)CC1	-2.7	-2.2	-0.9	-6.3	1.1	-2.1	-1.1	14.9	-0.1
Cc1cccc(C(=O)N[C@H](C(=O)Nc2nc3ccccc3[nH]2)C(C)C)c1	3.4	0.5	2.3	6.7	-6.8	2.1	0.2	.	0.1
CC(OC(=O)c1ccc2c(=O)n3c(nc2c1)CCCCC3)C(=O)Nc1ncc(Cl)cc1Cl (stereo not given)	0.2	2.9	0.7	5.3	-6.6	-0.8	-2.1	0.3	0.0
CC1CCN(S(=O)(=O)c2cccc(C(=O)N(C)C3(C)CCS(=O)(=O)C3)c2)CC1 (stereo not given)	-0.5	-6.7	-7.4	2.8	-4.3	-4.3	-2.9	-8.4	0.4
COc1cc(C2c3[nH]c4ccccc4c3C[C@H]3C(=O)N(CCO)CC(=O)N23)cc(OC)c1OC (stereo not given in full)	0.1	0.4	12.7	-3.0	7.1	-1.5	-0.3	3.1	-0.1
COc1ccc2c(c1)CCc1c(C(=O)N(C)c3ccccc3)noc1-2	1.9	-0.2	5.9	-5.8	0.1	0.4	0.0	2.8	0.0
Cc1ccc(F)cc1NC(=O)Nc1cc(C(C)(C)C)nn1C	0.0	-2.0	-3.1	-2.6	-2.5	1.5	2.0	-46.0	0.1

The list itself, from the first entry:
SMILES	PP5 inh	PP1 counter	procasp3 activ	procasp7 counter	HCV core dimer	CTSL1 counter	TPT1 inh	GASC-1 inh	Efflux pump inh
CC1(C)CC(N(Cc2cccs2)C(=O)c2ccco2)CCO1 (stereo not given)	-1.3	-1.6	0.4	-3.5	-4.5	3.9	-0.9	13.0	-0.1
Nc1nnc(SCc2ccccc2)n1-c1ccccc1	1.2	-2.3	3.6	3.3	0.0	-1.9	-0.3	-25.7	-0.1
Brc1ccc(-c2csc(N3CCCCCC3)n2)cc1	1.2	0.0	0.9	-11.5	-8.8	-1.9	1.9	-2.4	0.4
COCCSc1ccccc1C(=O)N1CCN(c2ccccc2)CC1	-2.7	-2.2	-0.9	-6.3	1.1	-2.1	-1.1	14.9	-0.1
Cc1cccc(C(=O)N[C@H](C(=O)Nc2nc3ccccc3[nH]2)C(C)C)c1	3.4	0.5	2.3	6.7	-6.8	2.1	0.2	.	0.1
CC(OC(=O)c1ccc2c(=O)n3c(nc2c1)CCCCC3)C(=O)Nc1ncc(Cl)cc1Cl (stereo not given)	0.2	2.9	0.7	5.3	-6.6	-0.8	-2.1	0.3	0.0
CC1CCN(S(=O)(=O)c2cccc(C(=O)N(C)C3(C)CCS(=O)(=O)C3)c2)CC1 (stereo not given)	-0.5	-6.7	-7.4	2.8	-4.3	-4.3	-2.9	-8.4	0.4
COc1cc(C2c3[nH]c4ccccc4c3C[C@H]3C(=O)N(CCO)CC(=O)N23)cc(OC)c1OC (stereo not given in full)	0.1	0.4	12.7	-3.0	7.1	-1.5	-0.3	3.1	-0.1
COc1ccc2c(c1)CCc1c(C(=O)N(C)c3ccccc3)noc1-2	1.9	-0.2	5.9	-5.8	0.1	0.4	0.0	2.8	0.0
Cc1ccc(F)cc1NC(=O)Nc1cc(C(C)(C)C)nn1C	0.0	-2.0	-3.1	-2.6	-2.5	1.5	2.0	-46.0	0.1
CC(=O)Oc1cc(OC(C)=O)c2c(C)cc(=O)oc2c1	-1.5	-2.2	6.6	5.5	-8.7	-20.3	4.8	16.1	0.1
CC(=O)COc1cc(C)cc2oc(=O)c(C)c(C)c12	3.3	-0.9	-4.0	2.5	1.0	-0.3	0.8	22.8	-0.1
O=C(NCc1ccccn1)Nc1ccc(Cl)cc1Cl	4.2	-5.5	1.6	1.5	-2.8	0.4	5.3	12.2	0.4
C=CCn1c(O)c(N=NC(=S)Nc2ccccc2C)c2cc(S(=O)(=O)N3CCOCC3)ccc21	-1.9	1.6	-4.2	-1.3	28.0	1.5	0.0	-4.3	0.1
O=C(CCC(=O)Nc1ccc(F)cc1)N/N=C/c1cccc(Br)c1	3.2	2.1	3.1	0.4	9.9	-2.6	-1.7	-10.7	-0.1
COc1cccc(C2=NOC(C(=O)N3CCOCC3)C2)c1 (stereo not given)	4.0	-2.4	-2.6	2.5	-1.9	1.6	-0.9	5.0	0.3
NS(=O)(=O)c1ccc(CNC(=O)/C=C/c2ccccc2[N+](=O)[O-])cc1	-3.4	-3.7	1.1	5.9	1.8	-5.8	-2.1	-43.9	-0.1
CC(=O)N1c2ccc(S(=O)(=O)N3CCC(C(=O)N4CCN(c5ccc(Cl)cc5)CC4)CC3)cc2CC1C (stereo not given)	3.2	2.7	-3.8	-2.2	12.5	2.1	-2.3	29.5	0.0
COc1ccc2c(=O)c3c(=O)n(-c4ccccc4)c(-c4ccc(C)cc4)nc3oc2c1	-0.8	-4.5	-0.9	1.5	11.0	0.6	-0.6	-8.4	0.1
CCNC(=O)/C(=C/c1ccco1)NC(=O)/C=C/c1ccccc1	0.1	-4.1	-2.6	-19.9	-4.8	4.8	-1.5	-7.3	0.3
CCc1nnc(NC(=O)CSc2nncc(=O)n2N)s1	2.5	-2.5	3.8	4.0	-8.5	-0.9	-1.8	3.1	0.1
Cc1csc(Nc2cccc3ccccc23)n1	-0.6	2.4	-10.1	-14.3	-0.2	0.1	-1.9	-46.4	-0.1
CCN1CC=C2C(C#N)=C(N)C(C#N)(C#N)C(CCc3ccccc3)C2C1 (stereo not given)	1.3	2.9	-2.8	-0.5	-2.3	6.2	-17.2	5.5	-0.5
CCOc1ccc(CNC(=O)CN2C(=O)C(c3ccccc3)Oc3cccnc32)cc1 (stereo not given)	0.8	3.1	4.3	1.1	4.4	-2.9	0.2	-2.1	-0.1
Clc1ccc(-c2cc3ccccc3nc2N2CCOCC2)cc1	0.6	-2.6	-3.6	-11.8	0.0	1.9	1.6	16.6	-0.4
CC(C)(C)NC(=O)CSc1nncn1NCc1ccccc1	-0.1	-6.2	17.7	-14.4	-4.5	-1.4	3.0	-1.5	-0.1
Cc1cc([N+](=O)[O-])ccc1NC(=O)Cc1ccc(F)cc1	-0.2	-2.8	8.8	-6.5	4.5	0.9	0.8	-1.8	-0.1
CC(=O)N1CC[n+]2c(-c3ccc([N+](=O)[O-])cc3)csc21	0.4	-1.2	-16.2	-24.4	-8.8	1.5	-2.1	-9.8	0.1
COc1ccc(OC)c(C2C(C(C)=O)=C(O)C(=O)N2c2ccc(O)cc2)c1 (stereo not given)	-0.7	0.9	0.7	-9.0	2.5	5.7	2.7	17.4	0.2
COc1ccc(C2=NOC(C(=O)N3CCOCC3)C2)cc1OC (stereo not given)	3.4	1.3	-1.0	-6.3	-0.8	-1.5	-6.1	-5.1	-0.3
Cc1ccc(S(=O)(=O)N(C)C2(C)CCS(=O)(=O)C2)cc1 (stereo not given)	1.2	-5.0	6.0	0.0	-1.6	0.3	-3.3	140.9	-0.1
COC(=O)c1cc(C(=O)c2cccc(Cl)c2Cl)cn1C	2.7	-1.4	7.9	-1.3	-5.4	-2.9	-4.0	-3.7	0.0
O=C(c1ccco1)N1CCN(S(=O)(=O)c2ccc3[nH]c(=O)oc3c2)CC1	0.8	-2.6	-1.7	7.0	-6.2	-0.5	1.2	-2.9	-0.1
O=[N+]([O-])c1ccc(NCCNS(=O)(=O)c2ccccc2)c(C(F)(F)F)c1	6.0	1.8	-2.9	1.7	0.6	1.6	-0.2	-12.6	-0.3
CCOC(=O)CN(c1ccccn1)S(=O)(=O)c1ccccc1	-2.6	-4.5	2.8	9.4	4.5	-0.2	-1.9	31.8	-0.2
COC(=O)CN(c1ccc(OC)cc1)S(=O)(=O)c1c(C)noc1C	0.6	-2.4	0.9	9.6	4.2	0.4	-4.2	0.9	0.0
Cc1cnc(NC(=O)NCC2CCCC(CNC(=O)Nc3ncc(C)s3)C2)s1 (stereo not given)	0.0	12.0	3.4	-4.2	1.9	6.7	0.8	-1.9	-0.2
Cn1c(NCCO)nc2c(c1=O)C1(CCCCC1)Cc1ccccc1-2	3.9	1.4	-1.0	4.8	-12.5	5.2	0.7	4.2	-0.1
Cc1cc(C)cc(N2C(=O)CN(Cc3ccccc3)C2=S)c1	0.6	-2.8	0.8	-9.2	0.2	1.3	3.9	-6.9	-0.1
COc1ccc(CCN(Cc2cccs2)S(=O)(=O)c2ccc(-n3cnnn3)c(OC)c2)cc1OC	0.7	3.9	3.1	3.6	4.5	0.2	-0.6	1.1	-0.1
O=C(Cc1ccccc1)NCc1ccc(-n2cccc2)cc1	3.6	-0.9	-1.4	-2.0	0.5	-3.8	-2.7	-8.6	0.0
Cc1ccc2nc(-c3ccccc3C)oc(=O)c2c1	3.9	-3.2	2.9	-5.9	0.1	-0.3	-2.7	-4.8	0.2
O=C(NNC(=O)c1ccc(-c2ccccc2)cc1)Nc1ccccc1F	1.0	1.5	4.2	1.3	2.4	-0.1	-2.6	-7.9	-0.1
O=S(=O)(/N=C/c1c(O)ccc2ccccc12)c1cccs1	0.9	3.8	5.8	-0.9	4.1	-1.8	-6.7	0.8	-0.1
Cc1ccc(CN2C(=O)C(Cc3ccccc3)Nc3ncnc(N4CCCCC4)c32)cc1 (stereo not given)	4.9	7.1	-2.2	0.7	28.0	-0.1	4.8	5.5	0.3
O=C(c1ccc(F)cc1F)N1CCCC(c2nc(-c3cccs3)no2)C1 (stereo not given)	2.8	2.2	-7.1	-0.7	0.2	-3.4	-0.9	8.8	0.1
CCN(C(=O)c1cnc(OC)cc1C(F)(F)F)c1ccc(Cl)cc1Cl	1.5	-3.9	0.4	4.1	-2.6	-0.6	0.8	-1.8	0.3
CC(=O)Nc1cccc(NC(=O)CSc2nnc(Cc3cccn3C)n2-c2ccc(C)cc2)c1	2.9	-0.1	-1.7	-22.9	0.8	3.3	2.1	-3.7	0.2
COc1ccccc1C1=NOC(Cn2c(NCCCO)nc3c2c(=O)n(C)c(=O)n3C)C1 (stereo not given)	1.6	-4.2	-3.3	4.0	2.3	-3.4	1.9	5.6	0.3
COc1ccc(N2C(=O)CC(N3CCN(S(=O)(=O)c4c(C)cc(C)cc4C)CC3)C2=O)cc1 (stereo not given)	4.0	0.9	-8.4	-25.6	.	.	.	8.4	0.6
